USP8 block: inhibitors of human USP8 deubiquitinase. 4.2% of 47,000 active. purified USP8, Ub-rhodamine cleavage fluorescence, 30 min. P40818. inhibition, % at 20 µM
USP28 block: human USP28 deubiquitinase inhibition; 3% of 47,000 active; Q96RU2; purified USP28, Ub-rhodamine cleavage fluorescence, 30 min; inhibition, % at 25 µM
USP17 block: blocks human USP17 ubiquitin-rhodamine cleavage; A8MUK1; purified USP17, Ub-rhodamine cleavage fluorescence, 3 h; inhibition, % at 50 µM; 6.5% of 47,000 active
Target sequence (A8MUK1 whole entry, looked up): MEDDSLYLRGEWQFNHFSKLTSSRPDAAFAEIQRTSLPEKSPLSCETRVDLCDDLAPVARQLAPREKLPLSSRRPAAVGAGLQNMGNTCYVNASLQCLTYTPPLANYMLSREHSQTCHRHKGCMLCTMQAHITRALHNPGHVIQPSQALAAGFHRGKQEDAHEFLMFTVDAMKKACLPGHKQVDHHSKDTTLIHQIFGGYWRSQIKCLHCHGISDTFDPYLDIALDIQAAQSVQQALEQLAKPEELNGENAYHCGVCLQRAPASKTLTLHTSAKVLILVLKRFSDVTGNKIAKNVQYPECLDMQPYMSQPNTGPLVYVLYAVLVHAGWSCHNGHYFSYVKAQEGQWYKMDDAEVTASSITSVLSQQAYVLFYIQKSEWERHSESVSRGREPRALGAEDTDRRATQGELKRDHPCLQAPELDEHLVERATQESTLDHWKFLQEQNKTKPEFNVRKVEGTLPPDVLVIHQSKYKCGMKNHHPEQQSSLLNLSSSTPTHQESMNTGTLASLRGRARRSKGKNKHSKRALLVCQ
USP30 inh: blocks human USP30 ubiquitin-rhodamine cleavage | Q70CQ3 | purified USP30, Ub-rhodamine cleavage fluorescence | inhibition, % at 25 µM | 5.3% of 47,000 active
USP7 block: inhibitors of human USP7 deubiquitinase; purified USP7, Ub-rhodamine cleavage fluorescence; inhibition, % at 20 µM; Q93009; 0.3% of 47,000 active
OTUD3 inh: human OTUD3 deubiquitinase inhibition; purified OTUD3, Ub-rhodamine fluorescence, 2 h; inhibition, % at 25 µM; 0.7% of 47,000 active; Q5T2D3
USP10 block: human USP10 deubiquitinase inhibition; Q14694; purified USP10, Ub-rhodamine fluorescence, 60 min; inhibition, % at 20 µM; 1.1% of 47,000 active; AID 1645856
UCHL1 inh: inhibitors of human UCHL1 deubiquitinase; inhibition, % at 20 µM; purified UCHL1, Ub-rhodamine cleavage fluorescence; 0.2% of 47,000 active; P09936
Target sequence (P09936 whole entry, looked up): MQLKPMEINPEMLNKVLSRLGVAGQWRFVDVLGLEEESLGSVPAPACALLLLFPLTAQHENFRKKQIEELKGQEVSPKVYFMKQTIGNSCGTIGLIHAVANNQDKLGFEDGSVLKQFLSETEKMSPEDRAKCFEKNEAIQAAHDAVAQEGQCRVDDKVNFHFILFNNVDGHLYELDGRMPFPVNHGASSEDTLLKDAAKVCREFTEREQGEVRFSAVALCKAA
* marks the source's active call; other numbers are inactive results; . = no result given. Cut-off read from the data, not from the text of the source: active = inhibition above about 30%; inactive = the rest.

Fields – USP28 block	USP8 block	OTUD3 inh	UCHL1 inh	USP30 inh	USP17 block	USP7 block	USP10 block
O=C(c1ccccc1)N1CCN(c2[nH]ncc2-c2ccncc2)CC1
  2	0	0	1	0	-1	1	2
Cc1ccc(-c2nc(-c3ccccc3)c(S(=O)(=O)CC(=O)Nc3ccc(C)c(C)c3)[nH]2)cc1
  14	16	32*	8	1	37*	13	23
CCN(c1ccccc1)S(=O)(=O)N1CCCC(C(=O)NCCC2=CCCCC2)C1 (stereo not drawn)
  -3	-4	-5	0	-18	-4	-6	0
COc1c(C)cccc1C(=O)Nc1ccc(-c2nc3ccccc3[nH]2)cc1
  -17	0	-16	-7	-21	3	0	-2
CC(C)c1ccc(N2CCN(CC3CCCCC3)C2=O)cc1
  1	1	0	0	-5	-3	5	5
CC(C)Oc1ccc(CNC(=O)c2cc(CN3CCOCC3)on2)cc1
  -2	-5	-4	-1	0	-6	0	2
CC(C)c1ccc(NC(=O)c2cc3cccnc3n(C)c2=O)cc1
  -6	0	0	-2	-6	0	-2	-2
Cc1nc2c(c(=O)[nH]1)C(c1ccc(OCc3ccc(F)cc3)cc1)CC(=O)N2 (stereo not drawn)
  12	17	14	1	12	5	7	0
CC(C)Cc1nc2sc3c(SCCCc4ccccc4)ncnc3c2c2c1COC(C)(C)C2
  -1	11	4	1	17	8	5	0
COc1ccc(-c2nn3c(Nc4ccc(NC(C)=O)cc4)cc(C)nc3c2C)cc1OC
  -5	17	1	8	-14	-1	5	1
O=C(CN1CC(O)c2ccccc2S1(=O)=O)Nc1ccccc1 (stereo not drawn)
  1	-9	-9	-2	0	3	1	3
COc1ccc(NS(=O)(=O)c2cc(NC(=O)c3cccnc3)ccc2N2CCOCC2)cc1
  2	14	0	0	0	-1	4	-2
COc1cccc(C(=O)N2c3ncnn3C(c3ccccc3)CC2c2ccccc2)c1 (stereo not drawn)
  -1	22	0	-2	24	4	5	6
Cc1cc(OCC(=O)Nc2ccccc2N2CCN(S(C)(=O)=O)CC2)ccc1Cl
  -8	0	-7	0	-14	0	1	3
CCC(=O)Nc1cccnc1-c1ccc(C(=O)Nc2ccc(F)cc2)cc1
  -2	-12	-14	-4	0	-9	0	0
O=C(Nc1ccc2c(c1)OCCO2)c1ccc(CN(c2ccccc2)S(=O)(=O)c2ccccc2)cc1
  4	-8	-9	2	-12	0	7	6
COc1ccc(C2C3=C(CC(c4ccco4)CC3=O)Nc3ccccc3N2C(=O)C(F)(F)F)cc1OC (stereo not drawn)
  -20	28	-15	-2	-47	-7	-2	-1
COc1ccc(C(=O)Nc2cccc(C(=O)OCC(=O)c3ccc(Br)cc3)c2)cc1OC
  0	3	3	3	8	34*	5	9
CCOCCc1nnc(NC(=O)C2CC(=O)N(CCc3ccc(F)cc3)C2)s1 (stereo not drawn)
  0	-22	2	2	-3	1	4	-1
CN1C[C@@]23CN(C(=O)c4ccc(Cl)cc4)C[C@@H](C[C@@H]2S1(=O)=O)O3
  2	9	7	0	2	6	1	2
O=C(Oc1ccc2ccccc2c1)c1ccccc1Oc1ccccc1
  13	22	15	4	16	13	9	6
Cn1c(COc2ccccc2)nnc1SCc1cc(=O)c2cc(Cl)ccc2[nH]1
  -11	33*	-5	-2	4	8	-4	10
O=C(NC1CCCC1)c1cnc2sc3c(n2c1=O)CCCC3
  -4	1	-5	-1	-1	-35	0	0
C[C@H]1CCN(C(=O)Nc2cccc(N(C)C)c2)[C@@H](Cc2ccccc2)c2nc3ccccc3n21
  -40	-2	-35	2	-120	-14	.	0
Cc1ccc(N(Cc2nnc(-c3ccc(Cl)cc3)o2)S(=O)(=O)c2ccc3c(c2)OCCO3)cc1
  -27	-9	-11	-1	-117	-30	6	-3
COc1ccc(C(=O)N2C[C@H]3CC[C@@H](N(C)c4cnccn4)[C@H]3C2)cn1
  -11	-3	-5	-3	-8	-8	0	0
CC(=O)c1cccc(NC(=O)c2ccc(-c3csc(C)n3)cc2)c1
  21	0	-6	-3	-50	53*	0	-1
CCOC(=O)c1sc2nc(C(C)Nc3cccc(OC)c3)[nH]c(=O)c2c1C (stereo not drawn)
  0	2	-71	4	-74	-14	4	4
COCc1cccc(C(=O)Nc2ccc3c(c2)NC(=O)C(C)O3)c1 (stereo not drawn)
  1	-3	-1	2	14	2	4	-1
Cc1noc(NC(=O)Nc2ccccc2)c1Cl
  0	5	-4	0	7	2	2	3
CCn1c(N2CCC(C(=O)NC(C)c3cccs3)CC2)nc2ccccc21 (stereo not drawn)
  4	0	-17	-1	-6	-4	-4	2
O=C1CCSc2ccc(S(=O)(=O)Nc3ccccc3Cl)cc2N1
  4	6	5	2	12	11	.	5
O=C(Nc1ccccc1F)c1cnn(-c2ccccc2)c1C1CCNCC1
  0	-97	0	-3	5	-9	2	-1
C[C@H]1CCC[C@]2(C)C[C@H]3OC(=O)C(CN4CCC(Cc5ccccc5)CC4)[C@H]3C=C12 (stereo partly drawn)
  -4	2	0	-2	-23	-3	0	-3
CCc1nnc(-c2cc(S(=O)(=O)N3CCCCC3)c[nH]2)o1
  .	1	-3	-2	.	-3	-1	0
CCOc1ccccc1NC(=O)C(=O)c1cn(CC(=O)N2CCCCC2)c2ccccc12
  0	-8	0	-6	40*	7	0	1
CN(C)CCNCc1cccc(Oc2nnnn2-c2ccccc2)c1
  -9	0	-8	-2	-3	-4	-3	1
O=C(Nc1cccc(F)c1)c1ccc(N2CCCCS2(=O)=O)cc1Cl
  33*	23	12	1	0	22	-11	2
CN(Cc1cccnc1)Cc1ccc(N2CCC(NC(=O)c3ccc4c(c3)OCO4)CC2)nc1
  -13	-12	-21	-4	-38	-12	-4	-2
O=C(CCn1c(=O)c2ccccc2n(CC(=O)N2CCN(c3ccccc3)CC2)c1=O)NC1CCN(Cc2ccccc2)CC1
  2	-8	-1	0	-2	1	0	0
Cc1ccccc1CS(=O)(=O)N1CCC(C(=O)N2CCC(C)CC2)CC1
  11	16	14	-2	27	20	0	4
CO[C@@H]1C(=O)Nc2ccc(/C=C/[C@]3(C)CCC(=O)[C@@H](C)C3)c(O)c2[C@@]1(O)c1ccccc1
  13	-5	8	5	-3	8	5	0
CCn1cc(S(=O)(=O)Nc2ccn(Cc3ccccc3C)n2)cn1
  -8	1	-3	0	20	3	1	3
O=C(NCc1cn2ccccc2n1)C1CC(=O)N(c2cccc3ccccc23)C1 (stereo not drawn)
  -11	-56	-37	-6	-50	-22	-3	-5
CNC(=O)[C@@]12CCC3(CCN(C(=O)c4ccc(Cl)cc4)CC3)[C@@H]1CN(C)C2
  2	-10	18	2	15	2	5	6
O=C(c1nccs1)C1CCN(C(=O)c2n[nH]c3c2CCCC3)CC1
  -3	-3	-5	0	-16	-3	.	0
O=C(Nc1cccc(-c2noc(C3CCC3)n2)c1)C1CC(=O)N(c2ccccc2)C1 (stereo not drawn)
  -5	42*	0	1	-1	60*	-1	11
CC(C)Cc1cc(C(=O)N2CCOC(c3cnccn3)C2)n(C)n1 (stereo not drawn)
  -3	6	2	1	13	2	0	0
Cn1cc(-c2noc(Cc3cccc(C(F)(F)F)c3)n2)ccc1=O
  79*	9	7	2	18	9	1	-1
COc1cc(NC(=O)c2cc(-c3ccncc3)n(-c3ccccc3)n2)cc(OC)c1
  40*	14	13	7	11	4	13	7

(more compounds)
Fields – USP28 block	USP8 block	OTUD3 inh	UCHL1 inh	USP30 inh	USP17 block	USP7 block	USP10 block
CCN1CCSc2ccc(C(=O)Nc3cccc(C(F)(F)F)c3)cc21
  9	24	4	3	3	20	0	7
O=C(Nc1ccnn1Cc1ccccc1)c1cccnc1SC(F)F
  14	6	1	2	10	11	-4	4
CCc1ccc(N2CC(C(=O)OCc3cc(=O)oc4c(C)c(C)ccc34)CC2=O)cc1 (stereo not drawn)
  4	5	16	3	45*	31*	4	6
O=S(=O)(NCc1ccc(F)cc1)c1cc(C(F)(F)F)ccc1Cl
  21	17	6	5	24	11	7	7
Cc1ccc(C)c(NC(=O)CCc2c(C)nn(-c3cc(N4CCOCC4)ncn3)c2C)c1
  6	1	8	1	34*	20	3	-1
CC(=O)Nc1ccc2c(c1)nc(CCN1CCN(c3ccc(F)cc3)CC1)n2C
  1	-25	6	1	3	0	6	-1
COc1ccc(OCCCn2c(CNC(=O)c3ccco3)nc3ccccc32)cc1
  9	16	6	0	48*	41*	-2	0
CN(CCC(=O)N1CCCC1c1nnc2n1CCNCC2)c1cccc(F)c1 (stereo not drawn)
  0	-2	0	1	3	4	3	2
CCn1cc(-c2cc(C(=O)N3C[C@@H]4C[C@@]5(C)[C@H](CCC[C@@H]35)N4C(C)=O)on2)cn1
  -15	-20	-5	-4	-12	-16	0	-1
COc1ccc2cc(C(C)C(=O)NCc3ccccc3)ccc2c1 (stereo not drawn)
  28	-12	14	5	42*	12	7	9
COc1ccccc1CCNC(=O)c1ccc2nc(NS(C)(=O)=O)sc2c1
  -17	-43	-13	-10	-35	-17	-6	-7
O=C(Cn1c(=O)[nH]c2ccccc2c1=O)N1CCN(c2ccccc2F)CC1
  13	18	9	1	32*	24	2	1
COc1ccccc1NS(=O)(=O)c1ccc(C)c(NC(=O)CCOc2ccccc2F)c1
  17	-141	-4	3	2	-15	2	6
CC1CCc2c(sc3[nH]c(=O)n4nc(-c5cccc(S(=O)(=O)N6CCOCC6)c5)nc4c23)C1 (stereo not drawn)
  5	11	6	2	25	28	9	7
CCCn1ccc(C(=O)NC[C@H]2C[C@@]3(C)[C@@H](O)CCCC[C@H]3N2C(C)=O)n1
  7	12	5	1	16	8	2	-1
Cc1cccc(NC(=O)NC2CCc3nc(C(F)(F)F)cn3C2)c1 (stereo not drawn)
  1	0	4	2	10	7	2	3
NC(=O)C1CCN(C(=O)c2nnn(-c3ccc(OC(F)(F)F)cc3)n2)CC1
  0	-3	-1	-6	12	-2	-6	0
CN(C)C(=O)c1ccc2c(c1)nc(CN(C)C(=O)Nc1ccc(F)cc1)n2C
  -19	4	-12	-1	-39	-8	0	-2

Sorted by value in USP17 block (low to high): 7 from the list above.
Fields – USP28 block	USP8 block	OTUD3 inh	UCHL1 inh	USP30 inh	USP17 block	USP7 block	USP10 block
COc1ccccc1CCNC(=O)c1ccc2nc(NS(C)(=O)=O)sc2c1
  -17	-43	-13	-10	-35	-17	-6	-7
COc1ccccc1NS(=O)(=O)c1ccc(C)c(NC(=O)CCOc2ccccc2F)c1
  17	-141	-4	3	2	-15	2	6
CN(C)C(=O)c1ccc2c(c1)nc(CN(C)C(=O)Nc1ccc(F)cc1)n2C
  -19	4	-12	-1	-39	-8	0	-2
NC(=O)C1CCN(C(=O)c2nnn(-c3ccc(OC(F)(F)F)cc3)n2)CC1
  0	-3	-1	-6	12	-2	-6	0
CCCn1ccc(C(=O)NC[C@H]2C[C@@]3(C)[C@@H](O)CCCC[C@H]3N2C(C)=O)n1
  7	12	5	1	16	8	2	-1
O=C(Cn1c(=O)[nH]c2ccccc2c1=O)N1CCN(c2ccccc2F)CC1
  13	18	9	1	32*	24	2	1
CC1CCc2c(sc3[nH]c(=O)n4nc(-c5cccc(S(=O)(=O)N6CCOCC6)c5)nc4c23)C1 (stereo not drawn)
  5	11	6	2	25	28	9	7

Screens deposited in PubChem BioAssay by Dana-Farber Cancer Institute and Novartis Institutes for BioMedical Research (Cambridge, Mass).
